DENV2 CPE rescue: protects cells from dengue virus 2 cytopathic effect; 1.7% of 350,000 active; AID 651640; DENV2-infected cells, cytopathic effect rescue, plate reader; CPE inhibition, % at 9.99 µM; in the data active = CPE inhibition above about 20%, passing the limit was not always enough; inconclusive = no clear call, values can overlap the other calls; tested in BHK-21 cells;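 note: 0% = median of neutral control wells and 100% = median of positive control wells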
EWS-Fli inh: blocks EWS/Fli oncoprotein-driven transcription; A673 NR0B1-luciferase reporter, viability-normalised; inhibition, % at 12.6 µM; 0.67% of 350,000 active;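 active = mean inhibition of at least 50% after viability correction, with every replicate also passing that limit; inconclusive = mean reaches 50% but only one of two replicates passes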;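 note: firefly luciferase signal divided by Alamar Blue viability fluorescence both relative to DMSO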
Casp6 inh: caspase-6 (human) enzyme inhibition; 0.53% of 350,000 active; AID 686996; purified caspase-6, Z-VEID-R110 cleavage fluorescence; inhibition, % at 12.5 µM;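 active = mean inhibition across replicates at least about 35%, with every replicate also reaching that limit, limit read from the data; inconclusive = only one of the two criteria met; inactive = neither criterion met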;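 note: 0% = median of neutral control wells and 100% = no fluorescence left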
Target sequence (P55212 24-179 limits assumed): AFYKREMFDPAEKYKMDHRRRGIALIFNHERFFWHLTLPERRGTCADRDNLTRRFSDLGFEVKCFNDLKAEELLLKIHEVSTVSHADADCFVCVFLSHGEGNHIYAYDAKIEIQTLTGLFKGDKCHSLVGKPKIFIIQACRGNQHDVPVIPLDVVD
Target sequence (P55212 194-293 limits assumed): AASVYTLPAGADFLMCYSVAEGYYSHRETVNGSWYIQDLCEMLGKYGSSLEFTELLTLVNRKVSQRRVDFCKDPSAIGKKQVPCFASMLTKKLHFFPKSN
SIRT5 inh: sirtuin-5 (human) deacylase inhibition; inhibition, % at 15 µM; 1.1% of 330,000 active; Purified SirT5, succinyl-peptide AMC, trypsin-coupled fluorescence; in the data active = inhibition above about 15%; inconclusive = no clear call, values can overlap the other calls
Target sequence (Q9NXA8 whole entry, looked up): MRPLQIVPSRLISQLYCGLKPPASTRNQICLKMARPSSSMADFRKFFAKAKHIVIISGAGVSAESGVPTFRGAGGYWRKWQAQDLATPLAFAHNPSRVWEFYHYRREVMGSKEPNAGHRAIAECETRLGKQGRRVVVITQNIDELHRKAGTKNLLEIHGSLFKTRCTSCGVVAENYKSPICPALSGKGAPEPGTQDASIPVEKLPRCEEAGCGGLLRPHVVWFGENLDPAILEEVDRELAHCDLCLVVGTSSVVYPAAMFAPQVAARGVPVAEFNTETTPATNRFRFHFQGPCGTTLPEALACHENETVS
LGR2 antag: blocks bursicon-induced cAMP signaling via Drosophila LGR2. HEK293 LGR2, CRE-luciferase, bursicon-stimulated, 4 h. inhibition, % at 9.99 µM. 0.35% of 380,000 active. AID 720647;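 active = drop in luminescence signal, shown as inhibition above about 50% in the replicate tests, limit read from the data, passing the limit was not always enough; inconclusive = probably only some replicates passing the limit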;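 note: agonist challenge used bursicon conditioned medium at about half maximal strength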
ARNT TACC3 PPI: ARNT/TACC3 interaction disruption. Q9Y6A5. AlphaScreen His-ARNT PAS-B/GST-TACC3 binding, luminescence; TACC3 fragment carries E629A point mutation. inhibition, % at 9.99 µM. 0.66% of 390,000 active;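 active = mean inhibition of replicates at least 50% and at least half of replicates each reaching 50%; inconclusive = half or more replicates reach 50% but mean below 50%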;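 note: 0% = complete ARNT plus TACC3 wells and 100% = ARNT alone without TACC3; many hits fall short of the cut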
PAX8 inh HTS: PAX8 transcriptional activity inhibition. RMG-I TPO-luciferase reporter, SteadyGlo, 24 h. AID 652154. 1.2% of 360,000 active. inhibition, % at 12.6 µM;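 active = mean replicate inhibition at least 60% with every replicate also reaching 60%; inconclusive = only one of the two criteria is met; inactive = mean below 60% and not all replicates reaching 60%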;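 note: luciferase light reporting Pax8 driven TPO promoter activity; plate controls were median of neutral control wells for no effect and mitoxantrone controls for full effect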
* marks the source's active call; other numbers are inactive results; ? = inconclusive; nt = not tested or not shown.

SMILES	DENV2 CPE rescue	EWS-Fli inh	Casp6 inh	SIRT5 inh	LGR2 antag	ARNT TACC3 PPI	PAX8 inh HTS
CCCNC(=O)c1cc(OC)c(OC)cc1[N+](=O)[O-]	-7	8	-1	0	15	5	nt
CCCNC(=O)N[C@@H]1C=C[C@H](CC(=O)NCCc2ccccc2)O[C@H]1CO	-1	7	1	0	3	3	0
O=C(C[C@H]1CC[C@H]2[C@@H](COC[C@@H](O)CN2S(=O)(=O)c2cccc(Cl)c2)O1)NCCCN1CCOCC1	-7	nt	nt	nt	0	5	nt
C[C@@H]1CN([C@H](C)CO)C(=O)c2cc(-c3ccccc3)cnc2O[C@@H]1CN(C)Cc1ccc(C(=O)O)cc1	1	-1	-2	-3	-8	1	nt
CCOc1ccccc1NC(=O)c1ccc2c(=O)n3c(nc2c1)CCCCC3	-1	-13	1	-1	6	8	-24
COc1ccc2c3c([nH]c2c1)[C@H](CO)N(C(=O)c1ccccc1)CC31CCN(S(=O)(=O)c2cccs2)CC1	-2	-7	-2	0	-12	nt	nt
CC1CCCC(C)N1NC(=O)Cc1ccccc1 (stereo not given)	-7	-1	3	4	-17	-9	7
CCCc1nc2cc(C)c(Br)c(C)n2c1CC1CCCCC1	-15	14	-3	1	8	nt	54
CC(=O)N1CCN(c2nc3ccc([N+](=O)[O-])cc3s2)CC1	-1	17	0	-2	-11	-3	-105
COc1ccc(OC)c(S(=O)(=O)N2CCC(C(=O)N3CCCC3)CC2)c1	4	-5	1	3	0	1	3
COc1ccc(Oc2c(C(F)(F)F)oc3cc(OCC(=O)O)ccc3c2=O)cc1	4	1	1	-4	-1	-1	2
CCC(C)N1CCNCC1 (stereo not given)	-3	-5	-13	10	23	-7	23
CCOC(=O)C1=C(C)NC(C)=C(C(=O)OCC)C1C(=O)OCC(=O)NC1CCCCC1	-1	-3	-2	nt	nt	-5	1
O=C(Nc1ccc(Nc2ccncc2)cc1)c1ccc(Nc2ccnc3ccc([N+](=O)[O-])cc23)cc1	0	-13	0	-2	-20	1	1
CC(C)CC#Cc1ccc([C@@H]2[C@@H](CO)N3C(=O)CN(S(=O)(=O)c4cccc(F)c4)C[C@H]23)cc1	7	-5	2	-1	13	nt	nt
NC(=O)NNc1cccc(Cl)n1	nt	3	0	-7	-22	6	15
CC(=O)Nc1ccc2nc(CN3CCC(CO)(CCc4ccccc4)CC3)ccc2c1	-1	14	0	1	-4	0	11
CCCN1C(=O)C(=O)N(CC(=O)c2cc(C)n(C3CC3)c2C)C1=O	17	-41	0	3	-4	2	-172
O=C(N/N=C/c1ccco1)c1cccc(NC(=O)c2ccccc2Cl)c1	0	-48	6	2	-13	9	12
C[C@H](CO)N1C[C@H](C)[C@@H](CN(C)Cc2ccc(-c3ccccc3)cc2)Oc2c(NC(=O)Nc3ccc(F)cc3)cccc2C1=O	1	-6	0	5	20	0	nt
CCn1cc(CN2CCN(Cc3ccc(OC)c(C)c3C)C(CCO)C2)c(C)n1 (stereo not given)	-2	6	7	0	2	24	-6
COc1ccc(-c2cc(=O)oc3cc(OCC(=O)c4cccc([N+](=O)[O-])c4)ccc23)cc1	-2	nt	0	nt	-15	nt	4
COc1ccc(S(=O)(=O)N2CCOCC2)cc1NC(=O)c1cc(=O)[nH]c2ccccc12	11	9	1	0	0	-1	3
COc1cccc(NC(=S)N(CCN(C)C)C(C)c2ccco2)c1 (stereo not given)	nt	nt	nt	nt	2	2	-10
Cc1ccc(N(CC(=O)NC(C)(C)C)C(=O)CCC(=O)Nc2nccs2)c(C)c1	10	8	2	1	12	-17	-29
COc1ccc(NC(=O)CCSCCc2ccccn2)cc1OC	-3	2	5	0	-3	-2	8
Cn1c(=O)cc(N2CCN(C(=O)c3ccco3)CC2)[nH]c1=O	-1	0	1	2	-4	-7	-7
O=C(N/N=C/c1c(F)c(F)c(F)c(F)c1F)c1cc(-c2ccccc2)nc2ccccc12	-4	-3	1	0	10	-13	7
Cc1ccc(S(=O)(=O)N(C)C[C@@H]2Oc3ccc(NS(=O)(=O)c4cccs4)cc3C(=O)N([C@@H](C)CO)C[C@@H]2C)cc1	3	-3	0	0	4	-6	-3
Cc1ccc(NS(=O)(=O)c2ccc(Cl)c(NC(=S)NC(=O)C3CCCCC3)c2)cc1Cl	nt	nt	nt	nt	3	-4	16
COc1ccccc1C(=O)NC(=O)COC(=O)C1(C)CC1(Cl)Cl (stereo not given)	0	-11	2	10	5	8	-1
CNCCOc1nc(N2CCOCC2)nc(C)c1[N+](=O)[O-]	2	5	4	-2	-10	nt	-4
O=C(NCc1ccccc1)c1cccc(NC(=O)c2ccccc2)c1	3	-5	-3	-3	1	13	16
C[C@H](NC(=O)C[C@@H]1C=C[C@@H](NC(=O)CN2CCOCC2)[C@H](CO)O1)c1ccccc1	-4	-1	-3	0	6	9	-2
CC(C)(CC(=O)O)CC(=O)Nc1ccc(Oc2ccc(C(C)(C)C)cc2)nc1	1	14	-1	3	21	nt	-1
CCOC(=O)c1ccc(NC(=O)c2ccccc2[N+](=O)[O-])cc1	nt	nt	nt	nt	-49	-2	-59
CCOc1ccccc1NC(=O)/C(C#N)=C/c1c(C)nn(-c2ccc(F)cc2)c1Cl	10	0	2	3	-9	-3	6
COc1ccc(NC(=O)CCN2C(=O)c3cccc([N+](=O)[O-])c3C2=O)cc1	4	-9	-8	-1	11	-3	15
CC(=O)NCCc1nc2ccccc2n1CCOc1cccc(C)c1	0	10	3	-5	13	-13	-3
C[C@H]1CN([C@@H](C)CO)C(=O)Cc2cc(NC(=O)Nc3cccc4ccccc34)ccc2O[C@H]1CN(C)C	-2	nt	0	-4	2	-9	-2
Cc1cccc(NC2=C(NC(=O)c3ccccc3)C(=O)c3ccccc3C2=O)c1	nt	nt	nt	nt	19	39*	25
Cc1ccc(S(=O)(=O)N2CCC(=O)N(C(COCc3ccc(Cl)cc3)Cc3ccccc3)CC2)cc1 (stereo not given)	15	23	-3	nt	6	-6	28
C=CCN(CC=C)S(=O)(=O)c1ccc(C(=O)Nc2nnc(CSC)o2)cc1	-7	9	0	-3	4	41	23
CCC(=O)Nc1ccc2c(c1)C(=O)N(C)[C@@H]1CC[C@@H](CC(=O)NCC3CCCCC3)O[C@H]1CO2	11	0	5	-1	1	9	3
C=CCNc1ncnc2c1ncn2[C@H]1CN(Cc2ccccc2)C[C@@H](CO)O1	?	2	-2	5	6	nt	-21
O=C(COC(=O)COc1ccc(Cl)cc1Br)NC1CC1	-8	-4	-1	1	2	0	nt
C[C@@H]1CN([C@@H](C)CO)C(=O)c2cc(-c3ccccc3)cnc2O[C@H]1CN(C)C(=O)C1CCOCC1	1	-2	0	-4	-1	-10	nt
COc1ccc(-c2nc3cc(C)c(Br)c(C)n3c2CC2CCCCC2)cc1OC	-21	8	2	-1	3	nt	28
COc1ccccc1NC(NC(=O)c1ccccn1)C(Cl)(Cl)Cl (stereo not given)	nt	nt	nt	nt	-7	-1	4
COc1ccccc1CN(C)C(=O)CN1CCN(C(=O)c2cccs2)CC1	2	-3	-2	0	4	-1	-7

(further entries)
SMILES	DENV2 CPE rescue	EWS-Fli inh	Casp6 inh	SIRT5 inh	LGR2 antag	ARNT TACC3 PPI	PAX8 inh HTS
Cc1ccc([N+](=O)[O-])cc1NC(=O)Nc1ccc(S(N)(=O)=O)cc1	4	5	0	-4	-10	0	11
C[C@H]1CN([C@@H](C)CO)C(=O)c2cccc(NS(=O)(=O)c3ccc(F)cc3)c2O[C@@H]1CN(C)C(=O)Nc1ccccc1	-7	0	nt	-1	1	-15	nt
COc1cc2c(cc1OC)C(c1ccccc1)N(Cc1ccc(S(=O)(=O)NC(=O)c3ccco3)cc1)CC2 (stereo not given)	-5	3	1	nt	3	nt	-8
CCC(=O)Nc1cccc(-n2nnnc2SCC(=O)N2CCCCC2)c1	-10	-17	-2	-2	-15	-4	-24
COc1ccc(-c2c(-c3ccsc3)oc3ccc(N4CCOCC4)cc23)cc1	1	-7	2	-4	-1	nt	9
CN(C)S(=O)(=O)c1ccc(Cl)c(C(=O)NC2CCN(Cc3ccccc3)C2)c1 (stereo not given)	2	5	-2	0	6	1	-4
COc1ccc(C2CC(c3ccccc3)Nc3ncnn32)cc1 (stereo not given)	2	-2	-4	nt	4	0	-6
COc1ccc(S(=O)(=O)NCC2CCCO2)c(Cl)c1Cl (stereo not given)	4	20	1	0	0	24	-33
CC1=C(C(=O)N2CCCC(C(=O)c3cccc(C(F)(F)F)c3)C2)OCCO1 (stereo not given)	-3	5	-1	-3	-13	-4	26
O=C(N=C1SCC(=O)N1c1ccccc1Cl)c1ccccc1	-1	-96	0	-1	-85	2	-157
C[C@@H]1CC2OC(=O)[C@@]3(C)C(=O)CC[C@@](C)(C23)[C@@]1(O)CCc1ccoc1 (stereo not given in full)	-1	6	0	-4	0	-12	0
C[C@H]1CN([C@@H](C)CO)C(=O)c2ccccc2-c2ccccc2CO[C@H]1CN(C)S(=O)(=O)c1ccc(Cl)cc1	?	0	1	4	24	10	21
CO[C@H]1CN(C)C(=O)c2ccc(NC(=O)Nc3ccccc3F)cc2OC[C@H](C)N(Cc2ccccc2C(=O)O)C[C@@H]1C	13	-3	1	nt	-3	nt	-3
COc1ccc(S(=O)(=O)N(C)C[C@H]2Oc3c(NC(=O)c4cnccn4)cccc3C(=O)N([C@H](C)CO)C[C@H]2C)cc1	-3	8	0	-4	-18	6	nt
CCC(=O)N(C)C[C@H]1[C@H](c2ccc(C3=CCCC3)cc2)[C@@H](CO)N1C(=O)CC	7	9	0	-2	8	6	2
COc1ccc(CN(C)C[C@H]2Oc3c(NC(=O)c4ccc(-c5nccs5)cc4)cccc3C(=O)N([C@@H](C)CO)C[C@H]2C)cc1	-8	3	-3	14	-5	nt	2
C[C@@H]1CCCCO[C@H](CN(C)Cc2ccccc2)[C@H](C)CN([C@@H](C)CO)C(=O)c2cc(NS(=O)(=O)c3ccccc3)ccc2O1	9	-6	2	8	7	1	-39
CCOC(=O)C1(Cc2ccccc2C)CCCN(C(=O)CCC(=O)OC)C1 (stereo not given)	-4	-15	0	0	4	-4	-5
CS(=O)c1ccc(-n2c(=O)n(Cc3ccccc3)c(=O)c3[nH]cnc32)cc1 (stereo not given)	2	3	1	-2	0	-15	2
C[C@H]1CN([C@@H](C)CO)C(=O)c2cccc(NC(=O)Nc3ccc(F)cc3)c2O[C@@H]1CN(C)C	-7	-7	0	-3	5	-1	-35

Some of the entries above in a different format:
structure,DENV2 CPE rescue,EWS-Fli inh,Casp6 inh,SIRT5 inh,LGR2 antag,ARNT TACC3 PPI,PAX8 inh HTS
CS(=O)c1ccc(-n2c(=O)n(Cc3ccccc3)c(=O)c3[nH]cnc32)cc1 (stereo not given),2,3,1,-2,0,-15,2
C[C@H]1CN([C@@H](C)CO)C(=O)c2cccc(NC(=O)Nc3ccc(F)cc3)c2O[C@@H]1CN(C)C,-7,-7,0,-3,5,-1,-35
COc1ccc(CN(C)C[C@H]2Oc3c(NC(=O)c4ccc(-c5nccs5)cc4)cccc3C(=O)N([C@@H](C)CO)C[C@H]2C)cc1,-8,3,-3,14,-5,nt,2

(next part)
SMILES	DENV2 CPE rescue	EWS-Fli inh	Casp6 inh	SIRT5 inh	LGR2 antag	ARNT TACC3 PPI	PAX8 inh HTS
COC(=O)C1=C(C)N(CC2CC2)C(=O)N[C@H]1c1ccccc1	7	-11	4	-2	-4	-4	8
COc1ccc(S(=O)(=O)Nc2ccc3c(c2)CC(=O)N([C@@H](C)CO)C[C@H](C)[C@H](CN(C)S(=O)(=O)c2ccc(Cl)cc2)O3)cc1	-9	-11	2	6	-10	19	-8
COc1cccc(NC(=O)CN(C)C(=O)CN2C(=O)c3ccc([N+](=O)[O-])cc3C2=O)c1	-1	-4	2	-5	-3	-7	11
Cc1cc(C(=O)COC(=O)c2ccc(F)cc2F)c(C)n1C1CC1	-4	-25	0	-4	-13	-5	-229
O=C1c2ccccc2-c2onc3ccc(N4CCCC4)c1c23	nt	12	-14	0	7	19	10
COCC#Cc1cnc2c(c1)C(=O)N([C@H](C)CO)C[C@@H](C)[C@H](CN(C)C)O2	-3	-11	0	6	21	26	nt
COc1ccc2oc(=O)cc(CN(C)Cc3ccccc3)c2c1	4	0	2	-1	-7	23	9

High-throughput results from PubChem.

Compounds were not picked by outcome (roughly 4.9% active in at least one column).
